From PubChem BioAssay
NTR1 ag: agonists of NTR1, primary screen, imaging, U2OS cells, beta-arrestin-GFP, high content (AID 493036). P30989. actives 0.17% (n = 330,000). NTR1-U2OS beta-arrestin-GFP spot imaging, agonist mode. activation, % at 20 µM;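 active = activation at or above 40% of the spot to cytoplasm intensity ratio, with at least 20 cells analyzed; inconclusive = wells under 20 cells, flagged as cytotoxic or low count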;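 note: 0% = DMSO without peptide and 100% = 100 nM NTR1 peptide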
Target sequence (P30989 whole entry, looked up): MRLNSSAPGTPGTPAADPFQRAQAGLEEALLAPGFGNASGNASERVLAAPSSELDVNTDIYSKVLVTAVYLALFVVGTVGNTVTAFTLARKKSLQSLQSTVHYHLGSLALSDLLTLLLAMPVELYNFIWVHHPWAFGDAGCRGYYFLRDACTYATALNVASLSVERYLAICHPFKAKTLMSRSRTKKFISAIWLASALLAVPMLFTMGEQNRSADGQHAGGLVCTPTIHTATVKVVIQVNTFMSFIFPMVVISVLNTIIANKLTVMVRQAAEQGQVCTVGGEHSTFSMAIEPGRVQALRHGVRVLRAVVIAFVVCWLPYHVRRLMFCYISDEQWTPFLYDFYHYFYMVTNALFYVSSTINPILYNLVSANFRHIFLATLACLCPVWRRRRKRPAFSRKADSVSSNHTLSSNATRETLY
K1F lysis inhibition: protection from phage-mediated lysis, alamar blue read-out – E. coli UTI89, K1F phage, bacterial capsule biogenesis inhibitors (AID 488966); actives 0.02% (n = 340,000); E. coli UTI89 K1F phage lysis, alamar blue, 2 h; higher % means a stronger effect; inhibition, % at 100 µM, or IC50 in µM where a hit was titrated;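 active = phage lysis inhibition, versus mean bacterial control, above a set limit; inconclusive = no clear call, values can overlap the other calls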;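 note: capsule biogenesis inhibitors block K1F phage lysis so surviving cells raise fluorescence; higher fluorescence means more inhibition of phage lysis; actives were called in the ten point dose series up to 300 µM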
RSV antiviral HEp-2: inhibition of RSV-induced cytopathic effect – HEp-2 cells, primary 10 µM value included (AID 2391); HEp-2 cells, RSV-induced CPE inhibition; higher % means a stronger effect; one-dose CPE inhibition, % at 10 µM; IC50 in µM for titrated hits; actives 0.13% (n = 310,000); in the data active = a potency from the dose series; inconclusive = CPE inhibition mostly from about 23% at the one dose, without a potency; inactive = the rest, 99 in 100 with CPE inhibition below about 21%; note: strong numbers were not always called active
Siah-1 displacement: Siah-1 peptide-binding antagonists, primary screen, biochemical, fluorescence polarization, rhodamine-plectin, uHTS (AID 1817) | Siah-1 / rhodamine-plectin peptide fluorescence polarization; higher % means a stronger effect | displacement, % at 20 µM, or IC50 in µM where a hit was titrated | actives 0.02% (n = 290,000);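 active = displacement of at least 50% at 20 µM, with a fluorescence ratio check between 0.3 and a set limit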;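 note: plate controls were Siah plus tracer with DMSO for no effect and tracer alone without Siah for full effect; strong numbers were not always called active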
Rac1 GTP hydrolysis: MgcRacGAP GTPase-activating activity inhibitors, confirmation, biochemical, ADP Hunter fluorescence. MgcRacGAP-stimulated Rac1 GTP hydrolysis, ADP Hunter fluorescence; higher % means a stronger effect; GST-tagged Rac1 F28L mutant substrate. inhibition, % at 30 µM, or IC50 in µM where a hit was titrated. actives 0.6% (n = 340,000). AID 624330;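 active = first-screen hits whose inhibition reached a set limit at any dose in the follow-up dose series; inconclusive = inhibition above the set first-screen limit but never retested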;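 note: fluorescence reports GDP produced by GAP-driven GTP hydrolysis; strong numbers were not always called active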
West Nile antiviral: West Nile virus antiviral activity, cell-based, CPE readout (AID 1621); actives 0.02% (n = 290,000); West Nile virus-infected cells, CPE inhibition; higher % means a stronger effect; CPE inhibition, % at 10 µM, or IC50 in µM where a hit was titrated; in the data active = a potency from the dose series; inconclusive = CPE inhibition mostly from about 3.7% at the one dose, without a potency; inactive = the rest, 99 in 100 with CPE inhibition below about 2.2%; note: strong numbers were not always called active
SV40 large T antigen: SV40 large T antigen inhibitors, biochemical (AID 1903); inhibition, % at 20 µM; hits with a dose series show IC50 in µM; actives 0.39% (n = 310,000); SV40 large T antigen ATPase/helicase inhibition assay; higher % means a stronger effect; in the data active = a potency from the dose series; inconclusive = inhibition mostly from about 32% at the one dose, without a potency; inactive = the rest, 99 in 100 with inhibition below about 32%; note: strong numbers were not always called active
AID2073: inhibitors of Mint1-CaV2.2 protein interaction, biochemical, HTRF (AID 2073) | HTRF protein-protein interaction, Mint1-CaV2.2; higher % means a stronger effect | inhibition, % at 20 µM, or IC50 in µM where a hit was titrated | actives 0.19% (n = 290,000); in the data active = inhibition mostly above about 51%, no sharp cut-off; inconclusive = no clear call, values can overlap the other calls; inactive = mostly below about 53%; note: some results filed as inactive read as strong as hits
NS5 inhibitors: Dengue-2 NS5 methyltransferase inhibitors, primary screen, biochemical, confirmation dose response (AID 588689); Dengue-2 NS5 methyltransferase capping enzyme assay, biochemical; higher % means a stronger effect; inhibition, % at 25 µM, or IC50 in µM where a hit was titrated; actives 0.3% (n = 340,000); in the data active = a potency from the dose series; inconclusive = inhibition above about 29% without an active follow-up result
NTR1 ag cell count 20 µM: recorded beside NTR1 ag, whose call it bears; cell count; measured here: cell count, cytotoxicity flag
NS5 inhibitors pilot replicate: recorded beside NS5 inhibitors, whose call it bears; inhibition, %; measured here: pilot screen replicate inhibition
The depositor's hits bear a star; ? = inconclusive; . = not tested or not shown; [ ] = remark or other dose.

Preview (2 entries):
SMILES	NTR1 ag	NTR1 ag cell count 20 µM	K1F lysis inhibition	RSV antiviral HEp-2	Siah-1 displacement	Rac1 GTP hydrolysis	West Nile antiviral	SV40 large T antigen	AID2073	NS5 inhibitors	others
CSc1oc(-c2cccs2)nc1S(=O)(=O)c1ccccc1	0.0	63	-0.7%[50 µM]	3.3%	-1.8%	-5.1%	-0.4%	18.2%	6.0%	-4.6%
CCOC(=O)N1CCC(N(CCOC)C(=O)Nc2ccc(Cl)c(Cl)c2)CC1	0.9	47	-0.6%	13.8%	5.0%	-2.0%	1.5%	-2.6%	-2.4%	1.7%

This part in full, from the start:
SMILES	NTR1 ag	NTR1 ag cell count 20 µM	K1F lysis inhibition	RSV antiviral HEp-2	Siah-1 displacement	Rac1 GTP hydrolysis	West Nile antiviral	SV40 large T antigen	AID2073	NS5 inhibitors	others
CSc1oc(-c2cccs2)nc1S(=O)(=O)c1ccccc1	0.0	63	-0.7%[50 µM]	3.3%	-1.8%	-5.1%	-0.4%	18.2%	6.0%	-4.6%
CCOC(=O)N1CCC(N(CCOC)C(=O)Nc2ccc(Cl)c(Cl)c2)CC1	0.9	47	-0.6%	13.8%	5.0%	-2.0%	1.5%	-2.6%	-2.4%	1.7%
Cc1cc2nnc(SC(C)C#N)n2c2ccccc12 (stereo not drawn)	0.0	81	0.7%	3.8%	1.3%	16.2%	-0.5%	18.5%	-15.2%	-12.1%
N/C(CN1CCCCC1)=N\S(=O)(=O)c1cc(Cl)cc(Cl)c1	0.6	37	-2.0%	-0.8%	-2.1%	-14.6%	-0.7%	8.2%	5.9%	9.3%
CCc1noc(C)c1C(=O)N1CCOCC1	-0.2	83	-1.0%	.	-0.4%	0.9%	-0.1%	1.9%	-1.9%	-5.6%
c1coc(CNc2nc(-c3ccncc3)cs2)c1	0.1	63	0.5%	8.9%	-2.8%	5.2%	-0.9%	11.3%	-2.0%	-8.1%
COc1ccccc1N1CCN(C(C)C(=O)N2CC(C)OC(C)C2)CC1 (stereo not drawn)	1.9	54	0.1%	0.0%	30.7%	?	0.3%	14.6%	7.5%	-8.3%
COCCn1nnnc1CN(Cc1cc2cc(OC)c(OC)cc2[nH]c1=O)C1CCCC1	0.1	27	-0.5%	-0.2%	-2.5%	11.3%	-0.2%	6.6%	?	12.3%
Cc1ccc(OCC(=O)N/N=C\c2ccc(O)c([N+](=O)[O-])c2)c([N+](=O)[O-])c1	-0.6	72	-0.1%	0.3%	1.4%	12.0%	.	5.4%	-8.5%	0.9%
C[N+]1(C)CC[C@H](OC(=O)[C@@](O)(c2ccccc2)C2CCCC2)C1	1.3	56	14.0%	-1.3%	-5.2%	6.8%	-0.1%	12.7%	5.4%	-0.7%
N#C/C(=C\c1ccco1)C(=O)Nc1ccc(S(N)(=O)=O)cc1	0.1	37	-0.8%	0.6%	5.8%	0.2%	0.1%	2.3%	3.3%	-11.5%
Cc1ccc(NC(=O)N2CCN(C)CC2)cc1NC(=O)N1CCN(C)CC1	2.7	56	1.6%[50 µM]	-2.4%	-3.6%	8.5%	0.8%	1.0%	9.6%	2.6%
CCOC(=O)C1C(=O)Nc2nc(C)nn2C1c1ccccc1 (stereo not drawn)	2.2	82	0.1%	1.0%	-1.3%	7.5%	1.0%	25.5%	5.6%	-6.5%
Cc1cc2oc(=O)cc(CN3CCc4ccccc43)c2cc1Cl	3.8	56	2.8%	2.2%	2.3%	4.6%	-0.4%	12.9%	2.8%	-12.4%
COc1cc(C(=O)N/N=C(\C)c2ccc(NC(=O)Cc3ccccc3)cc2)ccc1O	2.8	44	1.3%[50 µM]	1.7%	-0.3%	145µM*	-0.2%	37.2%	8.6%	0.7%
COC(=O)c1ccc(C(=O)OC)c(NC(=S)N2CCC(C)CC2)c1	3.1	73	4.3%[50 µM]	2.1%	-1.8%	3.6%	1.1%	1.5%	1.8%	-3.5%
O=C(Nc1ccc(N2CCCC2=O)cc1)c1cccc(F)c1	-0.3	45	-2.8%	0.5%	-5.0%	9.1%	-0.4%	21.6%	12.4%	-5.8%
O=C(NC1CCCCC1)c1cc(-c2ccccc2O)on1	0.2	49	0.2%	2.1%	-5.4%	0.9%	-0.7%	4.2%	1.9%	-1.6%
CCCn1nnnc1NCc1ccccc1Cl	-0.1	61	0.1%	2.1%	12.2%	3.4%	-0.5%	3.5%	-5.6%	-2.6%	NS5 inhibitors pilot replicate=-5.2
C/C(=C\C(=O)c1cccnc1)Nc1ccc(C(=O)O)cc1	-0.7	93	0.2%	1.8%	1.5%	-0.7%	0.7%	10.2%	4.9%	-2.5%	NS5 inhibitors pilot replicate=3.9
CC(NC(=O)/C(C#N)=C/c1cn[nH]c1-c1ccccc1)c1ccccc1 (stereo not drawn)	1.0	89	4.4%	1.0%	-1.4%	3.5%	0.1%	-2.7%	-2.8%	-6.6%
CCCCOC(=O)c1nnc(-c2ccc(Cl)cc2)o1	0.0	44	2.9%	3.8%	11.7%	6.5%	0.1%	-0.4%	-5.2%	7.7%
COc1ccccc1NS(=O)(=O)c1ccc(C)c(C(=O)NCC(c2ccco2)N(C)C)c1 (stereo not drawn)	0.3	70	0.2%[50 µM]	-1.6%	.	14.0%	.	14.8%	.	-2.2%
COc1ccc(NC(=O)c2cccc(S(=O)(=O)N3CCCCC3)c2)c(OC)c1	-0.8	75	-0.2%	2.6%	2.3%	11.0%	-0.2%	2.8%	6.3%	-10.8%
COc1ccc(CCn2c(=O)[nH]c3cc(C(=O)NCCN4CCOCC4)ccc3c2=O)cc1OC	-4.1	103	-0.2%	-0.4%	-5.1%	0.3%	.	-7.9%	-13.5%	-2.6%
COCCCn1c(SCC(=O)N2CCOCC2)nc2cc(Cl)ccc2c1=O	1.9	57	0.8%[50 µM]	-0.5%	.	1.2%	.	.	.	-14.8%
Cc1nn(CC(=O)O)c(C)c1N	1.4	63	0.4%[50 µM]	2.1%	-6.7%	11.7%	0.3%	12.8%	2.4%	-4.0%
CC(=O)N1c2ccc(S(=O)(=O)N3CCC(C(=O)Nc4ccc(F)cc4)CC3)cc2CC1C (stereo not drawn)	1.7	50	0.1%	5.7%	-1.9%	5.8%	-0.1%	1.5%	-0.2%	-2.6%
CCOC(=O)c1c(NC(=O)C2COc3ccccc3O2)sc2c1CC(C)(C)NC2(C)C (stereo not drawn)	12.5	46	4.4%	51.2%	-5.2%	5.1%	-0.8%	6.9%	-0.5%	2.9%
COc1cc(/C=C/C(=O)NNC(=O)c2cccc(S(=O)(=O)N(C)C)c2)cc(OC)c1OC	0.5	49	-0.1%[50 µM]	.	.	-0.4%	.	.	.	5.8%
CCOC(=O)c1ccc(S(=O)(=O)Nc2ccc3cn[nH]c3c2)cc1	1.1	72	-1.9%	1.1%	0.1%	-5.5%	-0.2%	-2.1%	-3.7%	13.7%
CCS(=O)(=O)N1CCC(C(=O)c2ccc(Cl)cc2)CC1	2.6	42	0.4%[50 µM]	13.7%	-3.1%	4.7%	-0.7%	19.5%	-4.8%	-4.8%
Fc1ccccc1N1CCN(c2ncnc3[nH]ncc23)CC1	-2.5	104	1.2%	?	0.5%	7.7%	.	9.5%	?	-14.4%
Cc1cc(=O)[nH]c(SCC(=O)c2ccc(O)c(O)c2)n1	1.6	79	1.2%	2.7%	1.9%	?	-0.1%	?	4.3%	8.0%
COc1ccc2oc(C(=O)Nc3nc(-c4ccccn4)cs3)c(C)c2c1	1.8	56	0.0%[50 µM]	2.5%	.	6.9%	.	7.5%	.	-3.0%
O=C(CN1CCN(S(=O)(=O)c2ccc(F)cc2)CC1)Nc1ccc(Cl)cn1	-1.3	66	0.3%	-0.2%	-4.2%	4.1%	-1.8%	3.6%	1.5%	-1.9%
Cc1c(NC2(C#N)CCCC2)c(=O)n(-c2ccccc2)n1C	0.9	36	1.0%	0.6%	-2.7%	1.5%	1.0%	25.1%	-14.5%	-7.6%
Cc1c(C)n(Cc2ccccc2)c2ccc(C(=O)NCCCN3CCOCC3)cc12	2.2	68	0.0%	2.5%	7.7%	11.5%	-0.6%	7.9%	5.7%	-5.9%
CCC(C)c1ccc(NC(=O)NCc2cccnc2)cc1 (stereo not drawn)	-1.5	46	0.2%	9.5%	-3.0%	-2.9%	-0.8%	-12.9%	9.5%	-4.7%
CCOC(=O)c1sc(NC(=S)NC(=O)c2cccc(OC)c2)nc1C	7.4	110	0.4%	7.1%	5.2%	7.0%	0.0%	3.6%	10.1%	0.0%
Cc1cc(Cl)c2oc(C(=O)N3CCN(C(=O)c4ccco4)CC3)c(C)c2c1	1.0	70	0.2%	14.6%	1.4%	0.7%	0.1%	14.0%	-1.3%	-16.3%
O=C(C[C@H]1C[C@H](C(=O)N2CCOCC2)[C@@]2(CCC3CCCC3)c3[nH]c4cc(-c5ccco5)ccc4c3CCN2C1=O)NCc1ccco1	3.9	40	0.3%	.	.	9.4%	.	.	.	1.3%	NS5 inhibitors pilot replicate=-0.6
Cc1ccc(CCNC(=O)C2CC(c3cc(C(F)(F)F)cc(C(F)(F)F)c3)=NO2)cc1 (stereo not drawn)	2.6	89	2.3%	-2.0%	-2.8%	7.1%	-0.5%	12.5%	15.3%	-5.2%
CCOc1ccc(N2CC(C(=O)Nc3nnc(CC)s3)CC2=O)cc1 (stereo not drawn)	0.3	42	0.1%	2.1%	-9.1%	-0.9%	-0.1%	1.2%	-10.7%	-1.6%
CCN(c1ccccc1)S(=O)(=O)c1cccc(C(=O)NCCN2CCOCC2)c1	-0.8	75	0.7%[50 µM]	0.2%	.	2.2%	.	.	.	-4.6%
C=C(C)CNC(=S)NNC(=O)CCn1c2ccc(Cl)cc2c2cc(Cl)ccc21	23.3	50	-3.4%[50 µM]	-1.0%	-13.2%	1.8%	?	11.5%	-6.6%	-11.6%
COc1cccc(Nc2ccc(-n3ccnc3)nn2)c1	0.6	50	0.0%	2.3%	-0.2%	14.5%	-0.7%	12.9%	7.3%	-11.9%
Cc1ccccc1NC(=O)CN1C(=O)NC2(CCCCC2)C1=O	0.6	42	0.4%[50 µM]	0.8%	8.6%	4.3%	0.0%	9.5%	-5.4%	6.9%
O=C(/C=C/c1ccc2c(c1)OCO2)c1ccco1	-0.1	64	3.4%[50 µM]	1.3%	7.2%	8.3%	-1.3%	0.3%	12.1%	-7.0%
COc1ccccc1N1CCN(CCC(=O)Nc2ccc(F)cc2)CC1	1.8	65	0.2%	2.5%	7.3%	8.7%	-0.2%	11.6%	0.8%	-11.6%
CCN(CC)c1ccc(/C=C(/C#N)C(=O)NC(C)C)o1	-3.3	69	-0.2%	-1.3%	1.9%	21.0%	0.6%	18.8%	-11.0%	-114.3%
COc1cccc(NC(=S)N2c3ccccc3CC2C)c1 (stereo not drawn)	1.2	40	0.0%[50 µM]	1.7%	2.0%	2.3%	-0.9%	11.1%	-18.3%	0.0%
